Screens: PubChem BioAssay, National Center for Advancing Translational Sciences (NCATS)
Pol iota inh – inhibitors of human DNA polymerase iota. Potency, µM (titrated, usually from 115 µM), for the others: at the top dose activity, negative = inhibition, hits mostly inhibitors. Pol iota fluorescent replication assay, 10 min. 1% of 390,000 active. Q9UNA4; further: potency means the concentration at half of the fitted maximal effect
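Fluorescent replication assay read twice, at 0 min and 10 min after adding 50 nM (final) substrate. Enzyme (10 nM) and compounds were first incubated 15 min at room temperature; enzyme-free buffer wells were negative controls.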
APEX1 inh – APE1 (human) endonuclease inhibition. P27695. recombinant APE1, TAMRA/BHQ-2 abasic DNA cleavage fluorescence. 0.35% of 350,000 active. Potency, µM (highest dose often 65.8 µM), without a hit: at the highest dose activity change, negative = inhibition, usual class: inhibitors. AID 2517;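 further: potency means the concentration at half of the fitted maximal effect; plate controls were vehicle for no effect and reference inhibitor for full effect; nearly all actives have a fitted effect of over 55% in size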
Target sequence (P27695 whole entry, looked up): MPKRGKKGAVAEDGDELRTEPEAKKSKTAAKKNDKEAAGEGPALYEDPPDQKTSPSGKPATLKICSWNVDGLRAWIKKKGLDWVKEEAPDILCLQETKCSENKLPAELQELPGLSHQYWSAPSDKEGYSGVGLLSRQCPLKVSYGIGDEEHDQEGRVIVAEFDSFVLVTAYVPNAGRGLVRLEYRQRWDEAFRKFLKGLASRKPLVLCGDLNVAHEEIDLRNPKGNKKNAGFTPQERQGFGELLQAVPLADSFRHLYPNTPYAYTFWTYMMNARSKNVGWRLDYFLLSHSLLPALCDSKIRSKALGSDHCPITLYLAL
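Quantitative HTS: incision of a TAMRA/BHQ-2 double-stranded substrate bearing a tetrahydrofuran abasic site by 0.75 nM APE1 raises fluorescence. Substrate 50 nM final, added after 15 min compound preincubation at room temperature; progress as third-minus-first kinetic read difference.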
POLK inh – blocks human DNA polymerase kappa activity | purified Pol kappa, fluorescent DNA synthesis assay, 10 min | Potency, µM (top dose mostly 107 µM), inactives show at the top dose activity, negative = inhibition, actives largely listed as inhibitors | 0.53% of 400,000 active | AID 588579; further: potency means the concentration at half of the fitted maximal effect; on the % scale 0 is the no-effect control and ±100 the full control effect
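Pol kappa 10 nM + cpd, 15 min RT; start w/ substrate 50 nM final; fluorescence kinetic read, 0 and 10 min. Neg ctrl: buffer, no enzyme.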
12-LOX inh – ALOX12 (human) lipoxygenase inhibition; P18054; purified 12hLO, xylenol orange hydroperoxide absorbance; Potency, µM (highest dose often 108 µM), for inactives: at the top dose activity change, negative = inhibition, actives largely listed as inhibitors; 1.1% of 580,000 active; further: potency means the concentration at half of the fitted maximal effect; on the % scale 0 is the no-effect control and ±100 the full control effect
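Hydroperoxide product was detected by ferrous iron/xylenol orange as the 573 to 405 nm absorbance ratio. Arachidonic acid at 40 uM (final) was turned over for 30 min at room temperature by 150 nM human 12hLO, pH 7.0 Hepes buffer, after 15 min compound preincubation.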
Pol beta inh – inhibitors of human DNA polymerase beta; P06746; Pol beta primer extension/strand displacement, fluorescence kinetic; Potency, µM (top dose mostly 114 µM), without a hit: at the top dose activity change, negative = inhibition, hits mostly inhibitors; 1.3% of 340,000 active; AID 485314; further: potency means the concentration at half of the fitted maximal effect; on the % scale 0 is the no-effect control and ±100 the full control effect
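10 nM enzyme + cpd, 15 min RT; start with substrate 50 nM final; read 0 min and after 10 min RT. Corrected, normalized data; 4-parameter Hill curve fit.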
TRHR agonist – activates the human TRH receptor; TRHR cells, calcium flux fluo-8, FDSS agonist mode; activation, % at 2 µM; 0.18% of 360,000 active; AID 493084; in the data active means activation above about 30%; further: 0% is about no effect
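In this calcium-flux screen, cells bearing human TRHR are dye-loaded with fluo-8, baselined for 10 cycles, then exposed to library compounds; positive kinetic calcium responses during the agonist phase mark hits, with TRH as control.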
Apoferritin bind – binds horse apoferritin like a general anesthetic; P02791; Potency, µM (series often up to 77.5 µM), inactives show top-dose activity change, negative = displacement, most hits filed as inhibitors; apoferritin/1-aminoanthracene competitive binding, fluorescence; 0.074% of 350,000 active; further: potency means the concentration at half of the fitted maximal effect; on the % scale 0 is the no-effect control and ±100 the full control effect; nearly all actives have a fitted effect of over 20% in size
Target sequence (P02791 2-175 limits assumed): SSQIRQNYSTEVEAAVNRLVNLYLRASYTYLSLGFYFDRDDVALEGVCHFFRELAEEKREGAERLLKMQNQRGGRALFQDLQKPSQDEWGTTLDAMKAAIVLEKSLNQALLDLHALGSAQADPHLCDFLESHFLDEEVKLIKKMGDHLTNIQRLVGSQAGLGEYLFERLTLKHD
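Read-out: endpoint 1-AMA fluorescence, excitation 380 nm and emission 535 nm, after compounds sit 10 min at room temperature with 10 uM horse-spleen apoferritin in 50% saturated 1-AMA/PBS. Values come from four-parameter Hill fits.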
ERG-DNA inh – blocks human ERG Ets domain binding to DNA | P11308 | fluorescence polarization, His-ERG Ets domain / labelled DNA | Potency, µM (highest dose often 76.9 µM), for the others: at the highest dose FP activity, negative = inhibition, hits mostly inhibitors | 0.028% of 370,000 active | AID 624246; active means well fitted inhibition curve with a large enough effect in the polarisation, with a control signal flat; inconclusive means small, poorly fitted or top-dose-only effect, or effect the other way, or a change in a side signal; inactive means no such curve, though single readings can be large or run the other way; the % refers to the polarisation;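 further: polarization taken with two DNA probes labelled with fluorescein and Texas red; potency means the concentration at half of the fitted maximal effect; % of control where 0% means no effect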
Target sequence (P11308 whole entry, looked up, the tested form may be a part): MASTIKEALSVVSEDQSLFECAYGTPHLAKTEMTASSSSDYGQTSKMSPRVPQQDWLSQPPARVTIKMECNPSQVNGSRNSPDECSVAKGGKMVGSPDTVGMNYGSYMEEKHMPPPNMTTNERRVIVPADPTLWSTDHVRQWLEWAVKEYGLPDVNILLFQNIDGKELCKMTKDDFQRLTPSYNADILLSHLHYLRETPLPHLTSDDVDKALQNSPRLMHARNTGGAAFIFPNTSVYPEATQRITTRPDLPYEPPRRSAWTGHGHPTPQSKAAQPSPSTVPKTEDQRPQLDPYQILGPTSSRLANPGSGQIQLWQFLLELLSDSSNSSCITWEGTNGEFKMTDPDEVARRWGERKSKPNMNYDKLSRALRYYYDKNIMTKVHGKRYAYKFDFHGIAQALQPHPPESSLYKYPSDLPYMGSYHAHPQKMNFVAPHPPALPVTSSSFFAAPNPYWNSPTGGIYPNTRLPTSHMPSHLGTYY
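His-tagged ERG Ets domain (1 uM in the protein solution; 300mM KCl, 50mM Tris-HCl, 1mM EDTA, 1mM DTT, pH 7.5) received compound, then a probe mix of 5 nM fluorescein-DNA and 100nM Texas-615-DNA. Fluorescence polarization was read for both dyes.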
BLM inh – Bloom syndrome helicase (human) inhibition; P54132; recombinant BLM DNA unwinding, fluorescence dequenching; Potency, µM (top dose mostly 56.1 µM), inactives show at the top dose activity change, negative = inhibition, hits mostly inhibitors; 0.2% of 350,000 active;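 further: potency means the concentration at half of the fitted maximal effect; plate controls were vehicle for no effect and no enzyme for full effect; nearly all actives have a fitted effect of over 35% in size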
* = called active by the depositor; ? = inconclusive; nt = no result given; & = joins results of further samples; [ ] = another dose, or the depositor's remark. Unless noted, the call rests on the fitted dose curve; in most records, active means well fitted curve in the direction sought with a large enough effect; inconclusive means small, poorly fitted or top-dose-only effect, or another doubt; inactive means no such curve, though single readings can be large; an effect the other way counts as inactive or inconclusive.

SMILES | Pol iota inh | APEX1 inh | POLK inh | 12-LOX inh | Pol beta inh | TRHR agonist | Apoferritin bind | ERG-DNA inh | BLM inh
COc1ccc(OC)c(-n2cnnn2)c1 | 27% | 10% | 3% | 0% | 4% | 0.5 | -6% | 3% | -3%
COc1ccc(S(=O)(=O)N2CCC(C(=O)N[C@@H](C)C(=O)NCc3ccc(F)cc3)CC2)cc1 | 2% | -12% | 2% | 1% | 5% | -0.6 | -8% | -6% | 2%
COc1cc(CN(CC2CCCO2)C(=O)c2ccccc2F)cc(OC)c1OC (configuration not stated) | 14% | nt | 3% | -1% | 35% | 0.5 | -2% | -1% | 0%
CCOc1ccccc1CNC(=O)c1ccc(NC(=O)C2=C(C)OCCS2)cc1 | 16% | -3% | -15% | 2% | -2% | -0.8 | 5% | 5% | -6%
COc1cc(NC(=O)N2c3ccccc3Sc3ccccc32)cc(OC)c1 | 7% | nt | -17% | ? | -14% | -0.4 | -3% | -2% | -1%
Cc1ccc(S(=O)(=O)N2CCN(C(=O)CSc3cc(C)ccc3C)CC2)c(C)c1 | 1% | -1% | -15% | -3% | 3% | 0.7 | -10% | -3% | -3%
Cc1sc2ncnc(NCCc3ccc(S(N)(=O)=O)cc3)c2c1C | 12% | -3% | -17% | 0% | 1% | -0.1 | 3% | -1% | 2%
CC(C)(C)C1=CC=C(C(C)(C)C)C(=O)C1=O | nt | 9% | nt | nt | 0% | 0.0 | -3% | nt | -3%
Cc1cc(C(=O)NCCc2ccc(Cl)cc2)c2ccccc2n1 | 130%[activator] | -1% | -13% | -15% | -2% | 0.1 | -7% | 2% | -1%
Cc1ccc(C(=O)CC(=O)c2ccc(C(C)(C)C)cc2)cc1 | 11% | 2% | -1%[60.1 µM] | -2% | 1% | 1.5 | -6% | -2% | -3%
CN1CCN(NC(=O)c2cc(-c3ccc(Cl)s3)nc3ccccc23)CC1 | 5% | 2% | -8% | 3% | -13% | 0.8 | 12% | 17% | 7%
CCCOc1ccc(C(=O)NCC2OCCc3ccccc32)cc1 (configuration not stated) | -22% | nt | -22% | 9% | -2% | -0.5 | -7% | 1% | -5%
CCCOc1ccc(N2C(=O)CC(N3CCN(c4ccccc4F)CC3)C2=O)cc1 (configuration not stated) | -3% | 4% | -7% | -7%[57.4 µM] | 15% | -0.4 | -10% | nt | 2%
C=CCCO[C@@H]1O[C@@H](C)[C@H](O)C[C@H]1O | 0% | 5% | 3% | -12% | nt | -0.2 | nt | -12% | nt
CSc1c(C#N)c(N)nc2sc(C(=O)c3ccccc3)c(N)c12 | 62%[activator] | 1% | -7% | ? | 40% | 8.6 | -5% | 13% | -10%
COc1cccc(-c2cc3c(=O)n(-c4ccccc4)c(=S)[nH]c3s2)c1 | -22% | 12% | -6% | ? | 14% | 0.1 | -8% | -10% | -3%
N#Cc1c(NC(=O)CSc2ccccn2)oc(-c2ccccc2)c1-c1ccccc1 | -3% | -2% | -18% | 0% | 19% | 0.0 | -16% | -2% | -12%
CN(C(=O)/C=C/c1cnc2ccccc2c1)C1CCCCC1 | 13% | -1% | 4% | ? | -3% | -0.9 | -17% | 17% | -1%
Cc1ccc(S(=O)(=O)NCCC(=O)NNC(=O)c2ccccc2Cl)cc1C | 16% | 12% | -16% | -10% | nt | -0.2 | nt | -8% | nt
Cc1ccc(S(=O)(=O)C2(C(=O)Nc3cccnc3)CC2)cc1 | 6% | 0% | 8% | 8%[57.4 µM] | -28% | 0.1 | -3% | 14% | -1%
COc1ccccc1CC(=O)O/N=C(\N)c1ccccn1 | 14% | 4% | -8% | 0% | -11% | -0.4 | 0% | -8% | 0%
CC(C)N(C(=O)CSc1nnc(CNc2ccc(F)cc2)o1)C(C)C | 26% | 7% | -6% | 29% | -1% | -1.0 | -3% | 0% | 6%
Cn1c(=O)c2c(nc(Br)n2CC(=O)C23CC4CC(CC(C4)C2)C3)n(C)c1=O | 3% | -1% | -19% | 0% | 15% | -0.5 | -10% | 2% | -3%
CCCCc1nn2c(=O)cc(COC(=O)c3cccs3)nc2s1 | 0% | nt | -6% | -19% | ? | 1.0 | 2% | 2% | 0%
COC(=O)c1sc(NC(=O)CSc2nnnn2C)nc1C | 51%[activator] | 13% | 0% | -4% | ? | 0.7 | -6% | 3% | -1%

Quoted at random: four compounds from above
SMILES | Pol iota inh | APEX1 inh | POLK inh | 12-LOX inh | Pol beta inh | TRHR agonist | Apoferritin bind | ERG-DNA inh | BLM inh
C=CCCO[C@@H]1O[C@@H](C)[C@H](O)C[C@H]1O | 0% | 5% | 3% | -12% | nt | -0.2 | nt | -12% | nt
COC(=O)c1sc(NC(=O)CSc2nnnn2C)nc1C | 51%[activator] | 13% | 0% | -4% | ? | 0.7 | -6% | 3% | -1%
COc1cccc(-c2cc3c(=O)n(-c4ccccc4)c(=S)[nH]c3s2)c1 | -22% | 12% | -6% | ? | 14% | 0.1 | -8% | -10% | -3%
Cc1ccc(S(=O)(=O)NCCC(=O)NNC(=O)c2ccccc2Cl)cc1C | 16% | 12% | -16% | -10% | nt | -0.2 | nt | -8% | nt

More compounds
SMILES | Pol iota inh | APEX1 inh | POLK inh | 12-LOX inh | Pol beta inh | TRHR agonist | Apoferritin bind | ERG-DNA inh | BLM inh
COCCCN1CN(S(=O)(=O)c2cccs2)c2nc3ccccc3nc21 | 78%[activator] | -1% | -3% | 3% | -1% | -0.7 | -12% | 8% | -4%
CCOc1ccc(CCNC(=O)Cn2c(-c3nonc3N)nc3ccccc32)cc1OCC | 2% | -2% | -3% | -5% | -19% | -0.4 | -12% | 2% | -2%
COC(=O)C1C(=O)C=C(N2CCOCC2)CC1(C)C (configuration not stated) | 15% | 1% | -3% | 86%[activator] | 25% | -0.2 | -9% | -7% | -2%
Cc1cccc(-c2noc(-c3ccc(NCC4CCCO4)c([N+](=O)[O-])c3)n2)c1 (configuration not stated) | ? | nt | -7% | -23% | -1% | -1.0 | 55%[activator] | -2% | -2%
COc1ccc(NC(=S)NCCCCCC(=O)C[N+](=O)[O-])cc1 | ? | 1% | -4% | ? | -1% | -0.2 | -12% | -10% | -2%
Cc1ccc2c(CSc3nncs3)cc(=O)oc2c1 | 22% | 1% | -5% | ? | 3% | -0.4 | ? | nt | -3%
COc1nc(NC2CCCCC2)nc(N2CCCCCC2)n1 | 2% | 1% | 4% | -21% | 1% | 0.1 | -2% | 4% | -4%
C#CCOCCOCCOCCNc1nc(N2CCN(C(=O)C([C@@H](C)CC)n3cc(C(N)CO)nn3)CC2)nc(N2CCN(C(=O)C([C@@H](C)CC)n3cc(C(N)COC(=O)C(F)(F)F)nn3)CC2)n1 (some centres not stated) | ? | nt | -9% | -10% | nt | nt | nt | 6% | nt
CCN(CC)S(=O)(=O)c1ccc(C(=O)OCC(=O)Nc2ccc(-c3nc4ccc(C)cc4s3)cc2)cc1 | 17% | 9% | -6% | -23% | 4% | -0.3 | 9% | -1% | 4%
CCOc1ccccc1CC1C(=O)Nc2ccc(Br)cc21 (configuration not stated) | 3% | nt | -11% | ? | -16% | -2.8 | 42%[activator] | 1% | -4%
COC(=O)C[C@H]1c2cc(C(F)(F)F)ccc2S(=O)(=O)N1C1CCCCC1 | ? | nt | -17%&-5% | 17% | nt | nt | nt | 1% | nt
O=C(Nc1nc(-c2ccc(F)cc2)cs1)c1ccc(N2C(=O)CCC2=O)cc1 | 34% | -3% | 18% | 0%[57.4 µM] | -13% | -0.2 | -7% | 1% | 5%
Nc1c(C(=O)Nc2cccc(Cl)c2Cl)sc2nc(-c3cccnc3)ccc12 | -1% | 1% | -11% | 13% | 2% | 1.6 | 3% | 10% | 3%
CC1CCCN(C(=O)Cn2c(=O)oc3cc(S(=O)(=O)N4CCCCC4C)ccc32)C1 (configuration not stated) | -6% | nt | -3% | 10% | nt | nt | nt | 11% | nt
O=C(Cn1cnc2c(cnn2-c2ccccc2)c1=O)c1ccc(Cl)cc1 | ? | 15% | -5% | 8% | 6% | 0.3 | 2% | 4% | 0%
Cc1noc(C)c1COc1ccccc1C(=O)N1CCN(S(=O)(=O)c2ccccc2C(F)(F)F)CC1 | 27% | 23% | 4% | -4% | nt | -0.4 | nt | 12% | nt
CCCCNc1c(-c2cccc(SC3CCCCC3)c2)nc2ccc(Cl)cn12 | ? | 20% | -3% | ? | nt | 0.0 | nt | -4% | nt
COC(=O)C1C(=O)c2c([nH]c(C(=O)OC3CCCC3)c2C)CC1C (configuration not stated) | 18% | -7% | 1% | 28% | 33%[activator] | -0.3 | -13% | -1% | 4%
O=C(c1ccc(C(=O)N2CCCc3ccccc32)nc1)N1CCCc2ccccc21 | ? | 1% | -4% | -3% | 0% | -2.1 | -22% | nt | -1%
S=c1[nH]c(-c2cccs2)cn1-c1ccccc1 | 5% | 1% | -9% | ? | 3% | -0.5 | -18% | -7% | -6%
CC1(NC(=O)c2cc(Cl)nc3ccccc23)CCS(=O)(=O)C1 (configuration not stated) | 32%[activator] | 12% | -5% | 26% | nt | 0.6 | nt | 0% | nt
CCOC(=O)C1=C(CN2CCN(C(=O)c3ccco3)CC2)NC(=O)NC1c1ccc(C)cc1 (configuration not stated) | -12% | 4% | -8% | ? | 9% | 0.0 | -18% | 14% | 1%
O=C(N/N=C/c1c[nH]c2ccc(Br)cc12)c1ccccn1 | 5% | -3% | -11% | 2% | -26% | -0.5 | -18% | 0% | -5%
Cc1ccc(C(=O)N/C(=C/c2ccc(C(C)C)cc2)C(=O)NCCCN2CCOCC2)cc1 | 12% | -4% | 2% | ? | -17% | 0.3 | 4% | 0% | -4%
O=C(NCC1CCCO1)C(c1ccc(F)cc1)N(Cc1ccc(F)cc1)C(=O)Cn1nnc(-c2cccs2)n1 (configuration not stated) | 10% | 7% | -8% | 0% | 1% | 1.2 | -4% | 7% | 2%

Not all compounds are listed, so the mix of outcomes need not match the whole.
